# AmpC detergent – AmpC beta-lactamase inhibition with detergent present | AmpC hydrolysis of nitrocefin, absorbance 480 nm, 0.01% Triton | Potency, µM (top dose mostly 114 µM), without a hit: at the highest dose activity change, negative = inhibition, hits mostly inhibitors | 370,000 compounds, 0.041% hits;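 note: potency is the fitted concentration of half-maximal effect; 0% = no-compound wells and -100% = no-enzyme wells; nearly all actives have a fitted effect of over 25% in size; some results filed as inactive show a strong effect at the top dose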
# Target sequence (P00811 whole entry, looked up): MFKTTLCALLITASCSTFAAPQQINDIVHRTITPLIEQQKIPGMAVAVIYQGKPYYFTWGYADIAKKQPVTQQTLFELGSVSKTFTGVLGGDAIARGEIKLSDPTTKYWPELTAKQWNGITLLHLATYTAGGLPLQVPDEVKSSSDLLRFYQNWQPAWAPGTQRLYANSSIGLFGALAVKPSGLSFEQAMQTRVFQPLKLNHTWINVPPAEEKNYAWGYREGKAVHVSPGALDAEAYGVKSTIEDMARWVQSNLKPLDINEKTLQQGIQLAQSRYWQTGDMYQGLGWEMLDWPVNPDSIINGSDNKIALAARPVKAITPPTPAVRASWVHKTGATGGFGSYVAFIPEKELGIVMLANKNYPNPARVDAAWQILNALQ
#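 20 mM phosphate pH 7.0 + 0.01% (detergent screen) or 0.0001% Triton X-100; 5.3 nM AmpC reagent; cpd preinc 15 min RT; nitrocefin (800 uM stock) to start; A480 q20 s × 4 min; Activity was normalised to no-enzyme and no-compound control wells.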
# AMA1-RON2 inh – AMA1-RON2 (P. falciparum) interaction inhibition | AlphaScreen AMA1-biotinylated RON2 peptide binding | Potency, µM (titrated, usually from 58.2 µM), without a hit: at the top dose activity change, negative = inhibition, actives largely listed as inhibitors | 360,000 compounds, 0.2% hits;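 note: potency is the fitted concentration of half-maximal effect; 0% = vehicle wells and -100% = peptide control; nearly all actives have a fitted effect of over 45% in size; some results filed as inactive show a strong effect at the top dose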
#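 AMA1 (3D7) with his tag at 25 nM final met compounds first, then biotinylated RON2 peptide at 25 nM; detection used donor plus acceptor beads, 10 µg/mL apiece, read by AlphaScreen after 30 min at room temperature.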
# HCV inh – HCV inhibition; Huh7.5.1 HCVcc-Cre infection, luciferase reporter, 44 h; 340,000 compounds, 3.4% hits; AID 651820; Potency, µM (top dose mostly 41.8 µM), for the others: top-dose activity change, negative = inhibition, hits mostly inhibitors; note: potency is the fitted concentration of half-maximal effect
#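 Antiviral activity was scored by luciferase reporter output from cells infected with HCVcc-Cre (~0.5 moi) in presence of compound, 44 h infection period, cells seeded 1,000/well 4 h prior.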
# AmpC no deterg – blocks E. coli AmpC beta-lactamase in detergent-free assay. AID 485341. P00811. AmpC nitrocefin hydrolysis, absorbance 480 nm, 0.0001% Triton. Potency, µM (doses to about 57.1 µM), inactives show top-dose activity change, negative = inhibition, hits mostly inhibitors. 330,000 compounds, 0.52% hits;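 note: potency is the fitted concentration of half-maximal effect; plate controls were no compound for no effect and no enzyme for full effect; nearly all actives have a fitted effect of over 20% in size; some results filed as inactive show a strong effect at the top dose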
#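 20 mM phosphate pH 7.0 + 0.01% (detergent screen) or 0.0001% Triton X-100; 5.3 nM AmpC reagent; cpd preinc 15 min RT; nitrocefin (800 uM stock) to start; A480 q20 s × 4 min; Activity was normalised to no-enzyme and no-compound control wells.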
# HCMV antiviral – inhibitors of human cytomegalovirus. HFF cells, HCMV-luciferase reporter, 72 h; active compounds read low. activity change, negative = inhibition, % at 57.5 µM. 410,000 compounds, 4.5% hits; in the data active = activity change below about -60%; inconclusive = no clear call, values can overlap the other calls; inactive = above about -39%
#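 Steps: HFFs plated, 16 h 37C; compounds added; HCMV-luciferase added to MOI 1 PFU/cell; 72 h 37C; OneGlo reagent, 5 min room temperature; luminescence read, normalized to controls.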
# Tb PYK inh – inhibitors of Trypanosoma brucei pyruvate kinase | TbPYK enzyme, Kinase-Glo Plus ATP luminescence, 45 min | 410,000 compounds, 0.12% hits | Potency, µM (highest dose often 76.8 µM), without a hit: at the highest dose activity, negative = inhibition, actives largely listed as inhibitors | AID 624173; note: potency is the fitted concentration of half-maximal effect; nearly all actives have a fitted effect of over 50% in size
#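 Quantitative HTS: titrated library compounds versus trypanosomal pyruvate kinase in TEA buffer (pH 7.2) containing KCl, MgCl2, BSA and Tween-20. Reactions were initiated with ADP, 130 uM final. Kinase-Glo Plus luminescence was read after 45 min at RT.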
# LmPK inh – LmPK (Leishmania mexicana) enzyme inhibition; Potency, µM (doses to about 57.5 µM), for inactives: top-dose activity change, negative = inhibition, most hits filed as inhibitors; purified LmPK, Kinase-Glo ATP luminescence, 1 h; Q27686; 290,000 compounds, 0.37% hits; AID 1721; note: potency is the fitted concentration of half-maximal effect
# Target sequence (Q27686 whole entry, looked up): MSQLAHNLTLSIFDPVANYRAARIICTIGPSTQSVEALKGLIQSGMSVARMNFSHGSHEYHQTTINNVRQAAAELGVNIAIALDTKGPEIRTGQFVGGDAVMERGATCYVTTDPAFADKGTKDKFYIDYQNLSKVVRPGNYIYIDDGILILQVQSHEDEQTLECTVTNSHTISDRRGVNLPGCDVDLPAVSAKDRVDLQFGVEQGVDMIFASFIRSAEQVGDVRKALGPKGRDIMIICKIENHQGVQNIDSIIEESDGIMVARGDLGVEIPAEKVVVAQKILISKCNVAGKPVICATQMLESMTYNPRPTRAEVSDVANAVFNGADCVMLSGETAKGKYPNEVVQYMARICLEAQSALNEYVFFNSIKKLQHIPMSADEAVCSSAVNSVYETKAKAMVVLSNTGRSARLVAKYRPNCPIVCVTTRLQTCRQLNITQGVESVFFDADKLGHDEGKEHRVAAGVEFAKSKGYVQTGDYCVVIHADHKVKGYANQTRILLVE
#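 0.1 nM LmPK, 0.5 mM PEP, 0.1 mM ADP; 50 mM imidazole pH 7.2, 7 mM MgCl2, 50 mM KCl; 1 h RT. Kinase-Glo luminescence readout, normalized to no-enzyme (full inhibition) and uninhibited wells.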
# Starred values were filed as active, the others as inactive; ? = inconclusive; nt = no result given; [ ] = dose if it differs, or a comment. Unless noted, calls come from the whole dose curve; as a rule, active = well fitted curve in the direction sought with a large enough effect; inconclusive = small, poorly fitted or top-dose-only effect, or another doubt; inactive = no such curve, though single readings can be large; an effect the other way counts as inactive or inconclusive. Unless noted, % is set by controls: 0 for no effect and ±100 for the full control effect.
SMILES,AmpC detergent,AMA1-RON2 inh,HCV inh,AmpC no deterg,HCMV antiviral,Tb PYK inh,LmPK inh
COc1ccc(N(CC(=O)NCc2ccco2)S(C)(=O)=O)cc1Cl,-15%,-6%,14%,-11%,4,5%,-2%
Cc1ccc(NC(=O)C2=NNC(=O)CC2)cc1S(=O)(=O)Nc1ccc(SC(F)F)cc1,3%,2%,-29%,-33%,-9,-2%,nt
CC(C)CNC(=O)c1ccccc1NC(=O)c1ccccc1N(C)S(=O)(=O)c1ccccc1,?,11%,-29%,-35%,18,1%,2%
Cc1cccc(N2CCN(C(=O)c3nn(C)c4c3CSc3ccccc3-4)CC2C)c1 (stereo not drawn),-7%,nt,nt,nt,-62*,2%,nt
CC(C)(C)NC(=O)Cn1nnnc1-c1nonc1N,-13%,7%,8%,-4%,57,10%,-6%
O=C(O)CSc1c2c(nc3cc(C(=O)NCCN4CCOCC4)ccc13)CCC2,-1%,-2%,-4%,1%,14,-5%,-1%
COC(=O)c1sc(N2CCCCC2)c(C#N)c1N,-1%,-28%,?,-20%,9,-1%,2%
Cc1scc(C(=O)N2CCN(S(C)(=O)=O)CC2)c1-c1ccccc1,-11%,-5%,2%,-5%,-23,2%,2%
O=C1C2CCCN2C(=O)N1CCCCN1CCN(c2cccc(Cl)c2)CC1 (stereo not drawn),-14%,-8%,?,23%,-17,4%,3%
CC(Sc1ccc(Cl)cc1)C(=O)Nc1ccc(S(=O)(=O)N2CCOCC2)cc1 (stereo not drawn),1%,-6%,?,-9%,5,0%,-1%
O=C(c1ccc2c(c1)N(Cc1cccc(F)c1)C(=O)c1ccccc1S2)N1CCCC1,6%,nt,nt,nt,3,3%,nt
CCCn1c2ccccc2c2cnn(CC(=O)Nc3cc(C)c(Cl)cc3OC)c(=O)c21,-4%,nt,nt,nt,-7,7%,nt
CCOC(=O)N1CCN(C(=O)CN2C(=O)COc3ccc(S(=O)(=O)N4CCOCC4)cc32)CC1,1%,1%,21%,3%,34,-6%,3%
CC1(C)NC(=O)N(CC(=O)NNC(=O)c2ccccc2F)C1=O,?,0%[11.6 µM],15%,-17%,19,3%,nt
Cc1cc(C)c2c(CN3CCC(C)CC3)cc(=O)oc2c1C,-8%,-2%,?,-15%,-9,3%,-1%
CN(C(=O)C1CCCO1)C1CCS(=O)(=O)C1 (stereo not drawn),-15%,-3%,19%,-17%,-22,-6%,nt
CCOc1ccc(Nc2nc(NCC3CCCO3)c3ccccc3n2)cc1 (stereo not drawn),-10%,-25%,?,-2%,-31,0%,5%
O=C(COc1ccc(Br)cc1)Nc1ccc2c(c1)C(=O)NC2=O,2%,10%,-2%,-15%,13,2%,6%
CCOC(=O)CSc1nnc2c(n1)C1(C)CCC2C1(C)C (stereo not drawn),-4%,-1%,12%,2%,17,-5%,1%
Cc1cc(C)c(NC(=O)CSCc2c(C)noc2C)c(C)c1,-4%,8%[11.6 µM],3%,-12%,25,0%,nt
Cc1ccccc1-c1nc(CN2CCC(C(=O)N3CCC(C(N)=O)CC3)CC2)c(C)o1,?,4%,-1%,11µM*,14,-5%,0%
CCN(CC)c1ccc(/C=N/NC(=S)NCc2ccccc2)c(O)c1,-10%,5%[11.6 µM],-28%,?,-63*,-3%,1%
CN(C)c1ccccc1C(=O)c1ccccc1N(C)C,-2%,-20%,4µM*,-12%,75,0%,11%
Nc1nc(N(Cc2ccccc2)Cc2ccccc2)nc(C(F)(F)F)n1,?,1%,?,-34%,14,2%,nt
CN(C)C(CNc1ncnc2sccc12)c1ccccc1 (stereo not drawn),3%,2%,-15%,-25%,-25,-8%,2%

# Next section; the last 6 above are carried over.
SMILES,AmpC detergent,AMA1-RON2 inh,HCV inh,AmpC no deterg,HCMV antiviral,Tb PYK inh,LmPK inh
Cc1cc(C)c(NC(=O)CSCc2c(C)noc2C)c(C)c1,-4%,8%[11.6 µM],3%,-12%,25,0%,nt
Cc1ccccc1-c1nc(CN2CCC(C(=O)N3CCC(C(N)=O)CC3)CC2)c(C)o1,?,4%,-1%,11µM*,14,-5%,0%
CCN(CC)c1ccc(/C=N/NC(=S)NCc2ccccc2)c(O)c1,-10%,5%[11.6 µM],-28%,?,-63*,-3%,1%
CN(C)c1ccccc1C(=O)c1ccccc1N(C)C,-2%,-20%,4µM*,-12%,75,0%,11%
Nc1nc(N(Cc2ccccc2)Cc2ccccc2)nc(C(F)(F)F)n1,?,1%,?,-34%,14,2%,nt
CN(C)C(CNc1ncnc2sccc12)c1ccccc1 (stereo not drawn),3%,2%,-15%,-25%,-25,-8%,2%
COCCN(C(=O)CSc1nnc(-c2ccccc2F)n1N)c1c(N)n(Cc2ccccc2)c(=O)[nH]c1=O,2%,-11%,9%,5%,37,-3%,-2%
Oc1sc(C=Nc2ccccc2)c2ccccc12,10%,11%,?,?,286,-9%,-14%
CCCC(=O)Nc1cc(S(=O)(=O)N2CCCCC2)ccc1N1CCOCC1,-1%,-5%,?,-1%,0,-1%,nt
O=CN1CCN(C(=O)COc2ccc(Cl)cc2Br)CC1,?,-4%,8%,-5%,56,2%,0%
COCC1CCN(C(=O)c2cc(COc3ccccc3SC)on2)C1 (stereo not drawn),-1%,3%,-2%,-9%,94,-11%,3%
O=C(Nc1cccc(F)c1)NC1CCCc2ccccc21 (stereo not drawn),7%,-3%,-8%,?,-34,-1%,1%
COc1ccc(CCNC(=O)c2ccc3c(c2)nc(C)n3-c2ccc(Br)cc2)cc1OC,10%,nt,nt,nt,-16,2%,nt
CCN(c1ccccc1)S(=O)(=O)c1cc(C(=O)NCc2ccccn2)ccc1C,-22%,86%[activator],-18%,36%,-17,2%,nt
CC1=CC(C)(C)Nc2ccc(OC(=O)CN3C(=O)c4ccccc4C3=O)cc21,?,?,25µM*,-9%,-100*,-8%,4%
CC1COc2ccccc2N1C(=O)c1cccnc1Cl (stereo not drawn),-5%,32%[activator],22%,-5%,30,5%,1%
COC(=O)c1cc(S(=O)(=O)NCC(C)c2ccccc2)cn1C (stereo not drawn),-6%,9%,-5%,0%,-12,-8%,1%
CCc1ccc(C(O)(C(C)C)C(CN2CCOCC2)c2ccccc2)cc1 (stereo not drawn),1%,-11%,?,150%[activator],-77*,-1%,-1%
CCCCn1c(N)c(N(CCOC)C(=O)COC(=O)COc2c(C)cc(C)cc2C)c(=O)[nH]c1=O,-11%,1%,-8%,-19%,-1,-5%,nt
Cc1ccccc1NC(=O)c1ccc(S(=O)(=O)N2CCCC2)cc1,-1%,-1%,-9%,-10%,20,-5%,-1%
Cc1cccc(OCC(=O)Nc2ccccc2C(F)(F)F)c1,-7%,-18%,16%,0%,?,-3%,2%
FC(F)(F)c1ccccc1NC(=S)NN=C1CCCCCC1,-2%,16%,?,-28%,-20,?,-1%
ClCCN1C2=NCCCN2c2ccccc21,-4%,4%,2%,-15%,-30,-28%,-8%
C=CCn1cc(Cl)cc(C(=O)Nc2ccccc2)c1=O,-9%,-8%,18%,-21%,43,-5%,-6%
CC(=O)Nc1ccc(Br)c2ccccc12,3%,9%,2%,-7%[2.29 µM],-25,2%,3%
Cc1cc2ncn(/N=C/c3ccc4c(c3)OCO4)c2cc1C,?,-13%,-29%,200%[activator],-37,-2%,2%
CCC(NC(=O)OC(C)(C)C)C(=O)Oc1cc(C)cc2oc(=O)c3c(c12)CCC3 (stereo not drawn),-11%,-5%,-23%,-13%,?,-2%,4%
CCc1ccc(OCC(=O)NC(=S)Nc2ccc(S(=O)(=O)NC3CCCCC3)cc2)cc1,0%,47%[activator],9%,-43%,11,1%,5%
c1cc(CNCCc2ccc3c(c2)OCO3)ccn1,?,?,-6%,14%,21,1%,-1%
CC(=O)Oc1ccc(-c2cccc(C(=O)O)c2)cc1,?,0%,13%,-11%,7,4%,0%
CN(C)/C=C(/C(=O)c1ccc(Cl)cc1)n1cncn1,?,16%,2%,-8%,20,2%,8%

# Next part.
SMILES,AmpC detergent,AMA1-RON2 inh,HCV inh,AmpC no deterg,HCMV antiviral,Tb PYK inh,LmPK inh
CCOC(=O)c1c(NC(=O)c2c(C(=O)O)cccc2[N+](=O)[O-])sc2c1CCCC2,3%,-6%,-12%,-20%,2,-20%,-8%
CN(CC(=O)Nc1ccc(F)cc1F)S(=O)(=O)c1cccc2nsnc12,-1%,nt,nt,nt,-2,-6%,nt
CCc1cccc(C)c1NC(=O)COC(=O)Cc1ccsc1,6%,8%,15%,-7%,34,-7%,-1%
O=C1CCN(Cc2ccccc2)CCN1CCSc1ccccc1,?,-1%,-9%,-5%,99,-5%,-2%
CN(Cc1cccs1)C(=O)Cn1cnc2ccccc2c1=O,2%,-5%,6%,-9%,-6,4%,-3%
CCCCCCCCN1C(=O)[C@H](CC(=O)NCC2CCCCC2)C[C@@]2(C(=O)OC)CCCCC=C12,nt,4%,nt,nt,16,0%,nt
COc1ccc(-c2ccc(C(=O)NCC3CCOCC3)c3occc23)c(C)c1,nt,0%,nt,nt,?,3%,nt
COC(=O)Cc1cc(=O)[nH]c(/N=C(\N)Nc2ccccc2)n1,-9%,22%,17%,-2%,10,14%,-4%
O=C(COC(=O)c1ccc2[nH]c3c(c2c1)CCCC3)Nc1ccc(Cl)cc1Cl,-13%,-5%,?,-24%,-11,-3%,0%
CN1CCc2nc3sc(C(=O)Nc4ccccc4OC(F)(F)F)c(N)c3cc2C1,4%,nt,nt,nt,-27,-10%,nt
CCOc1ccc(NC(=O)CN(C)C(=O)CC2OC(=O)c3ccccc32)cc1OCC (stereo not drawn),-14%,12%,?,-25%,-15,-7%,nt
CC(C)N1CCc2c(sc(NC(=O)CCS(=O)(=O)c3ccccc3)c2C#N)C1,-12%,-16%,?,-10%,14,0%,5%
CC(C)CCNC(=O)COc1ccc2c3c(c(=O)oc2c1)CCC3,?,-3%,4%,-1%,6,8%,3%
COc1ccc(NS(=O)(=O)c2ccc3c(c2)OCCO3)cc1OC,-8%,-4%,6.3µM*,-24%,-75*,-13%,-4%
CCC(Sc1ccc2nnc(-c3cccnc3)n2n1)C(=O)O (stereo not drawn),?,-9%,8%,-1%,23,-2%,5%
CCCCC(=O)Nc1cccc(-c2nnc(-c3ccccc3)o2)c1,-9%,-1%,?,-6%,16,0%,0%
CCN1CCc2nc(NC(=O)c3ccc(S(=O)(=O)N(C)C)cc3)sc2C1,?,8%,-6%,7%,-10,4%,2%

# Screening data from PubChem.
